# Bioassay records as filed in PubChem.
# SDO1 yeast rescue = compounds rescuing growth of sdo1-depleted yeast, bone marrow failure model. S. cerevisiae sdo1-depleted JHY4D growth rescue, OD600 30 h; stronger effect = higher value; pdr5 snq2 efflux-pump mutant strain. z-score at 10 µM. actives 0.21% (n = 140,000). AID 817;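 active = z-score above 3 at both the 24 hr and the 30 hr optical density reads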;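 note: z-score against mean and SD of all compound wells on the same plate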
# INS promoter inh = TRM-6 insulin promoter activity inhibition; TRM-6 cells (human fetal islet line), insulin promoter-eGFP reporter, imaging; reporter expression induced with tamoxifen; inhibition, % at 2 µM; actives 0.9% (n = 130,000); AID 1273;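 active = inhibition above the mean plus 3 SD, with well images judged a real hit on visual review, cut at about 60% in these data, passing the limit was not always enough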
# SDO1 yeast rescue Rescue 24 h = second read-out of SDO1 yeast rescue, no call of its own (marks repeat the call); z-score; S. cerevisiae sdo1-depleted JHY4D growth rescue, OD600; measured here: growth rescue at 24 h;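 0 is the plate mean of compound wells and units are plate SD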
# * = called active by the depositor; / = not tested or not shown.
no.	molecule	SDO1 yeast rescue	INS promoter inh	SDO1 yeast rescue Rescue 24 h
1	Cc1ccccc1C(=O)N1CCN(c2ccc(NC(=O)c3ccco3)cc2Cl)CC1	-0.76	84.6*	-0.41
2	O=C(Nc1ccc(Cl)cc1)c1sccc1-n1cccc1	/	-55.6	/
3	On1c(-c2ccccc2Cl)nc2ccccc21	/	40.7	/
4	COC(=O)Nc1cc(C(F)(F)F)ccc1N1CCN(c2ccccc2)CC1	0.51	25.0	1.6
5	C/C(=N/OC(=O)c1cccc(Cl)c1)c1nccs1	-0.21	-25.8	0.21
6	Cc1ccc2nc(NC(=O)CSc3nncc(=O)n3N)sc2c1	1.28	20.0	2.57
7	Cc1nn(Cc2cccc(C(=O)NC(C)c3ccc(C(C)(C)C)cc3)c2)c(C)c1[N+](=O)[O-] (configuration not stated)	-0.8	35.1	-0.26
8	C=CCN1C(=O)C(CC(=O)NCC)SC1=Nc1ccc(S(N)(=O)=O)cc1 (configuration not stated)	-0.22	-40.0	-0.18
9	COc1cccc2c(=O)n(CC(=O)N3CCN(c4ccccc4)CC3)ccc12	-0.02	/	-1.1
10	Cc1ccc(NC(=O)CSc2nc(=O)cc(N)n2-c2ccccc2)cc1	1.01	-10.0	0.16
11	COc1ccc(C2c3c(oc4ccccc4c3=O)C(=O)N2Cc2ccncc2)cc1OC (configuration not stated)	/	-31.6	/
12	C=CCNC(=S)N1CCC(C(N)=O)CC1	/	16.7	/
13	C/C=C/Cn1c(Br)nc2c1c(=O)[nH]c(=O)n2C	-0.16	42.1	0.09
14	COc1ccc(-n2c(C)cc(C(=O)COC(=O)c3cc(OC)c(OC)cc3NC(=O)c3cccs3)c2C)cc1	-0.38	/	0.31
15	Cc1ccccc1Oc1cc(NC(=O)CCCn2nc(C)c([N+](=O)[O-])c2C)cc([N+](=O)[O-])c1	0.01	-16.0	0.74

no.	molecule	SDO1 yeast rescue	INS promoter inh	SDO1 yeast rescue Rescue 24 h
16	O=C(NN=C1CCCC1)C(=O)Nc1cccc(C(F)(F)F)c1	1.27	/	1.4
17	CN(C)Cc1ccccc1Sc1cccc2ccccc12	-0.27	-8.3	-0.34
18	COc1ccccc1NC(=O)c1ccc(NS(=O)(=O)c2ccc(F)c(Cl)c2)cc1	-0.46	-10.0	-0.17
19	COc1ccc(C)cc1-n1nnnc1SCC(=O)c1ccc2c(c1)OCCO2	-1.74	/	-1.63
20	CN(C(=O)N1CCN(c2ccccn2)CC1)c1ccccc1	-0.8	51.4	-0.58
21	O=C(NCC1CCCO1)C(c1cccs1)N(C(=O)Cn1nnc(-c2cccs2)n1)C1CCCC1 (configuration not stated)	1.35	-440.5	0.36
22	O=C(CNS(=O)(=O)c1cccc(Cl)c1)OCc1csc(-c2ccccc2)n1	-1.14	19.4	-1.43
23	O=C(NCc1cccnc1)NC1CCCN1S(=O)(=O)c1ccc(Cl)cc1 (configuration not stated)	1.25	/	1.3
24	COc1ccc(C)cc1NC(=O)C(c1ccccc1)N1CCNC(=O)C1 (configuration not stated)	/	-9.1	/
25	Cc1ccc(Nc2nc(C(=O)N3CCC(C(=O)N4CCN(C)CC4)CC3)cs2)cc1	-0.2	/	-0.86
26	Cc1cccn2c(=O)c(/C=C(\C#N)S(=O)(=O)c3ccccc3)c(Oc3ccc(Cl)cc3)nc12	-1.06	-308.2	-0.53
27	COc1ccc(/C=C/C(=O)Nn2cnnc2)cc1	-0.12	-100.0	-0.23
28	CN1CCN(S(=O)(=O)c2ccc(NC(=O)c3ccc(Br)s3)cc2)CC1	-0.41	44.8	-1.12
29	Cc1nc(S(=O)(=O)N2CCOCC2)c(C#N)c(C)c1Cl	3.76*	0.0	4.46*
30	CCC1Oc2ccc(C)cc2N(CC(=O)NCCC2=CCCCC2)C1=O (configuration not stated)	-1.04	-37.5	-0.16

no.	molecule	SDO1 yeast rescue	INS promoter inh	SDO1 yeast rescue Rescue 24 h
31	CCOC(=O)c1sc(=NC(=O)c2cc(OC)c(OC)c(OC)c2)n(C)c1C	-1.11	-2.8	-0.56
32	CCCNC(=O)NNC(=O)c1ccc(F)cc1	/	-48.7	/
33	O=S(=O)(c1ccc(Oc2ccc(S(=O)(=O)N3CCOCC3)cc2)cc1)N1CCOCC1	-0.53	/	-0.8
34	NC(=O)c1ccsc1NC(=O)CSc1nc2ccccc2c(=O)n1CCCO	0.96	/	0.59
35	Nc1cc([N+](=O)[O-])ccc1Nc1ccccc1	/	-41.2	/
36	O=C(C1=C(O)C(=O)N(Cc2ccccc2)C1c1ccco1)c1ccco1 (configuration not stated)	0.47	-7.7	0.19
37	CCOc1ccc2[nH]c(C)c(CN3CCCCC3)c(=O)c2c1	0.47	-61.3	0.1
38	CCOC(=O)C1C(=O)C=C(c2cccs2)CC1c1ccccc1 (configuration not stated)	-1.13	/	-1.22
39	Brc1ccc(-c2csc(N/N=C/c3ccco3)n2)cc1	/	42.9	/
40	COc1ccccc1/C=C/CN1CCN(c2ccccc2)CC1	-0.37	0.0	-0.25
41	Cc1ccc(SCC(=O)Nc2cccc(NC(=O)c3ccco3)c2)cc1	-0.83	-21.4	-0.41
42	CCC(CC)NC(=O)COC(=O)c1cc(Br)ccc1Cl	1.17	/	1.31
43	c1ccc(CC2CNc3ccccc3CN2)cc1 (configuration not stated)	0.99	/	-0.09
44	CC(C)N=c1scc(-c2ccco2)n1/N=C/c1ccc(O)c(O)c1	-1.54	-4.7	-0.63
45	O=C1CCCN1CCCNC(=S)Nc1ccccc1Cl	/	-54.5	/

no.	molecule	SDO1 yeast rescue	INS promoter inh	SDO1 yeast rescue Rescue 24 h
46	CC(C)Cn1c(N)c(C(=O)COC(=O)c2cnc(Cl)c(Cl)c2)c(=O)n(C)c1=O	/	63.6	/
47	COCCN1C(=O)c2ccccc2C(C(=O)Nc2ccc3c(c2)OCCO3)C1c1ccc(F)cc1 (configuration not stated)	-0.8	-26.3	-1.54
48	CCc1ccc(C(=O)/C=C/c2cnn(C)c2C)s1	0.04	-5.4	0.32
49	CC(C)(C)C(=O)OCc1cn(-c2ccccc2)nn1	0.2	-13.8	-0.41
50	CCCn1c2ccccc2c2nnc(SCC(=O)Nc3ncccn3)nc21	0.82	20.9	1.02
51	CCNC(=S)Nc1cc(OC)c(NC(=O)c2ccco2)cc1OC	/	2.6	/
52	C/C(=N\O)C1(C)N(O)C(C)(C)C(c2ccc(Br)cc2)=[N+]1[O-] (configuration not stated)	0.29	7.4	-0.43
53	CC1(c2cc(C(F)(F)F)n3nc(C(=O)O)cc3n2)CC1	0.09	42.9	-0.6
54	Cc1cc(NC(=O)CCOc2ccccc2)no1	/	-2.9	/
55	COc1ccc(S(=O)(=O)CCc2nc3ccccc3s2)cc1	0.17	/	0.13
56	CCN(CCCNC(=O)C1CCN(S(=O)(=O)c2c(C)[nH]c(=O)[nH]c2=O)CC1)c1cccc(C)c1	1	-24.1	0.74
57	NC(=S)N/N=C/c1ccc(-c2cc(Cl)cc(Cl)c2)o1	-2.32	46.0	-1.3
58	CC1Cc2ccccc2N1C(=O)CSc1nnc2n1C(C)(C)Cc1ccccc1-2 (configuration not stated)	-0.08	55.6	1.52
59	CCOC(=O)c1[nH]c2ccc(Br)cc2c1NC(=O)CCN1CCCC(C)(C)C1	0.32	-14.3	-0.36
60	O=C(CN1C(=O)c2ccccc2C1=O)c1ccccc1	0.39	-153.3	-0.47

# 5 entries out of the list, arranged by SMILES length, smallest number first:
no.	molecule	SDO1 yeast rescue	INS promoter inh	SDO1 yeast rescue Rescue 24 h
43	c1ccc(CC2CNc3ccccc3CN2)cc1 (configuration not stated)	0.99	/	-0.09
40	COc1ccccc1/C=C/CN1CCN(c2ccccc2)CC1	-0.37	0.0	-0.25
16	O=C(NN=C1CCCC1)C(=O)Nc1cccc(C(F)(F)F)c1	1.27	/	1.4
44	CC(C)N=c1scc(-c2ccco2)n1/N=C/c1ccc(O)c(O)c1	-1.54	-4.7	-0.63
33	O=S(=O)(c1ccc(Oc2ccc(S(=O)(=O)N3CCOCC3)cc2)cc1)N1CCOCC1	-0.53	/	-0.8

# Other compounds follow:
no.	molecule	SDO1 yeast rescue	INS promoter inh	SDO1 yeast rescue Rescue 24 h
61	CCCCc1c(O)c2ccccc2n(CCCC)c1=O	-0.72	-13.3	-0.45
62	COC(=O)COc1ccc(S(=O)(=O)Nc2ccc3c(c2)OCO3)cc1	1.33	22.7	1.24
63	CC1CCN(C(=O)c2ccc(CSc3ccc(Cl)cc3)cc2)CC1	-0.18	17.9	0.11
64	N=C1SCC(=O)N1c1ncc(Cc2ccc(F)cc2)s1	/	16.7	/
65	[N-]=[N+]=NC1C[C@H](n2ccc(=O)[nH]c2=O)O[C@@H]1CO (some centres not stated)	1.28	-31.8	1.09
66	CCC(=O)N1CCc2cc(OC)c(OC)cc2C1COc1ccc(OC)cc1 (configuration not stated)	/	63.0	/
67	Cc1onc(-c2ccccc2Cl)c1C(=O)NCc1ccco1	-0.24	/	0.75
68	O=C(CCC1CCCCC1)NC1=NCCS1	0.12	20.0	-1.25
69	COc1ccc(/C(N)=N/O)cc1O	0.95	11.1	-0.21
70	COc1ccc(-c2cc(C(F)F)n3ncc(C(=O)N4CCSCC4)c3n2)cc1	1.44	4.1	2.66
71	CC(=O)C1=C(O)C=C(c2ccco2)CC1c1ccco1 (configuration not stated)	-0.63	/	-0.97
72	CCNC(=O)CSc1nnc(-c2cccs2)o1	/	-58.3	/
73	Cn1c(Cl)c(/C=N/OC(=O)c2cccc(Cl)c2)c2ccccc21	-2.01	-9.1	-0.48
74	O=C(CSc1nc2ccccc2s1)Nc1cc(S(=O)(=O)N2CCOCC2)ccc1O	1.32	/	0.5
75	O=C(N(c1ccccn1)c1ccccn1)C12CC3CC(CC(C3)C1)C2	/	-66.7	/

no.	molecule	SDO1 yeast rescue	INS promoter inh	SDO1 yeast rescue Rescue 24 h
76	COc1ccc(CCNC(=O)CCNS(=O)(=O)c2cccc3nonc23)cc1OC	0.23	-23.1	-0.29
77	CS(=O)(=O)N(CC(=O)NCc1ccc2c(c1)OCO2)Cc1ccccc1	0.24	-168.8	0.3
78	CC(C)Oc1cccc(C(=O)C2CCCN(C(=O)c3ccnn3C)C2)c1 (configuration not stated)	/	-33.3	/
79	COc1cc(O)oc1C=Nc1ccc(C(F)(F)F)cc1	0.65	33.3	0.93
80	COc1ccc(OC)c(NC(=O)C(CC(C)C)NC(=O)C2CCCCC2)c1 (configuration not stated)	-0.71	/	-0.04
81	COc1ccc2[nH]c(=O)c(CN(Cc3nnnn3Cc3ccco3)C3CCCCC3)cc2c1	-0.11	-23.1	0.3
82	COc1ccc(/C=N/NC(=O)c2ccncc2)cc1[N+](=O)[O-]	/	16.7	/
83	COc1ccc(NC(=O)CSC2=NC(=O)CC(C)=N2)cc1	0.71	/	0.79
84	O=Cc1cccn1-c1ccc(O)cc1	/	-6.2	/
85	Cc1cccc(NC(=O)CCSc2nnc(Cc3ccccc3)o2)c1	-0.63	-8.8	-1.22
86	Cc1cccc(C(=O)NC2CC3CCCC(C2)N3C(=O)NC2CCCCC2)c1 (configuration not stated)	0.36	72.1	-0.53
87	O=C(/C=C/c1ccc(F)cc1)N1CCCN(C(=O)/C=C/c2ccc(F)cc2)CC1	0.34	/	0.3
88	Cc1ccc(NC(=O)CCN2C(=O)OC(C)(C)C2(C)O)cc1 (configuration not stated)	/	-33.3	/
89	COC(=O)[C@H](C)NC(=O)Nc1cc(Cl)ccc1C	0.5	61.5	0.6
90	Cc1ccc2c(NC(=O)C3CC3)cccc2n1	0.28	-140.0	-0.18

no.	molecule	SDO1 yeast rescue	INS promoter inh	SDO1 yeast rescue Rescue 24 h
91	Cc1scc(C(=O)Nc2ccon2)c1-c1ccccc1	0.87	46.1	0.52
92	COC(=O)c1ccc(Cl)c(S(=O)(=O)N2CCCC2)c1	/	35.0	/
93	CN(C)/C=C/C(=O)C(F)(F)F	/	41.2	/
94	COc1cccc(NC(=O)COC(=O)c2ccc(F)cc2F)c1	-0.64	28.6	-0.33
95	COc1ccc(S(=O)(=O)N2CCOCC2)c(Cl)c1Cl	0.37	7.0	0.21
96	COC(=O)CNC(=O)Cn1cnc2sc(C)c(S(=O)(=O)N3CCC(C)CC3)c2c1=O	1.09	-2.6	1.29
97	Cc1cc(=O)oc(C)c1C(=O)N1CCN(c2ccc(F)cc2)CC1	-0.75	-12.9	-0.89
98	O=C(CN1CCN(Cc2ccccc2)CC1)Nc1ccc(Cl)cn1	1.23	55.0	1.36
99	CCOc1cc(-c2conc2N)cc(OCC)c1OCC	-0.56	12.5	-1.03
100	Cc1nnc(NC(=O)CSc2nnc3scc(-c4ccc(C)c(C)c4)n23)s1	-0.57	/	-0.05
101	Cc1oc(-c2ccccc2Cl)[n+]([O-])c1C	1.58	66.7	1.93
102	CN1CCN(C(=O)CN(C)S(=O)(=O)c2ccc3ccccc3c2)CC1	/	55.6	/
103	Cc1ccc(CN2CC(C(=O)O)CC2=O)cc1 (configuration not stated)	1.29	-225.0	0.61
104	O=c1nc2s/c(=C\c3ccc(-c4ccccc4[N+](=O)[O-])o3)c(=O)n2nc1-c1ccccc1	-1.45	-6.2	-0.86
105	N#CC(c1ccccc1)N(CCCCl)C(=O)c1ccccc1 (configuration not stated)	-1.01	-14.3	-1.13

no.	molecule	SDO1 yeast rescue	INS promoter inh	SDO1 yeast rescue Rescue 24 h
106	CC(NC(=O)Nn1cnnc1)(C(F)(F)F)C(F)(F)F	0.23	30.8	-0.59
107	O=C(c1ccccc1)N1CCN(c2ncnc3c2cnn3-c2ccccc2)CC1	0.76	-63.3	0.55
108	CCCOC(=O)CSC1=C(C#N)C(c2ccccc2OC)C(C#N)C(=O)N1 (configuration not stated)	1.67	/	1.97
109	COc1ccc(CCCC(=O)NC2CCCCC2C)c(C)c1 (configuration not stated)	-1.27	/	-1.38
110	NCCCCCc1nnc(SCc2ccc(Cl)c(Cl)c2)o1	-0.03	-17.1	-0.41
111	Cc1cc2ncc(-c3cccc(Cl)c3)cn2n1	/	33.3	/
